Screening data deposited in PubChem BioAssay by several laboratories.
MsrA act: activators of bovine methionine sulfoxide reductase A. activation, % at 10.6 µM. purified bovine MsrA, absorbance read-out. actives 0.3% (n = 360,000); in the data active = activation above about 7.5%;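 note: 0% = vehicle and 100% = reference activator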
FAS-TE inh: inhibitors of human fatty acid synthase thioesterase domain. P49327. recombinant FAS-TE, OMFH fluorogenic substrate, fluorescence endpoint. actives 0.67% (n = 360,000). inhibition, % at 15 µM. AID 602261;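 active = compounds whose normalised, plate-corrected inhibition of enzyme fluorescence in the single-dose primary screen is 50% or more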;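 note: 0% = DMSO with enzyme and 100% = substrate without enzyme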
MsrA inhibitor: inhibitors of bovine MsrA. AID 651718. inhibition, % at 15.5 µM. purified bovine MsrA, absorbance read-out. actives 0.75% (n = 360,000); in the data active = inhibition above about 4.5%;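 note: 0% = vehicle wells with enzyme and 100% = reference inhibitor wells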
E coli Lon inh: inhibits E. coli Lon protease; actives 0.42% (n = 360,000); P0A9M0; inhibition, % at 7.94 µM; purified E. coli Lon protease, fluorescence polarization; in the data active = inhibition above about 13%, passing the limit was not always enough;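 note: 0% = enzyme with probe and DMSO and 100% = no enzyme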
PABP1 MLLE inh: blocks PAM2 peptide binding to the PABP1 MLLE domain; P11940; GST-MLLE / FITC-PAM2 fluorescence polarization; inhibition, % at 20 µM; actives 0.36% (n = 360,000); AID 588489; in the data active = inhibition above about 35%, passing the limit was not always enough;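 note: plate controls were DMSO wells with GST-MLLE for no effect and wells lacking GST-MLLE protein for full effect; some results filed as inactive read as strong as hits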
Target sequence (P11940 whole entry, looked up, the tested form may be a part): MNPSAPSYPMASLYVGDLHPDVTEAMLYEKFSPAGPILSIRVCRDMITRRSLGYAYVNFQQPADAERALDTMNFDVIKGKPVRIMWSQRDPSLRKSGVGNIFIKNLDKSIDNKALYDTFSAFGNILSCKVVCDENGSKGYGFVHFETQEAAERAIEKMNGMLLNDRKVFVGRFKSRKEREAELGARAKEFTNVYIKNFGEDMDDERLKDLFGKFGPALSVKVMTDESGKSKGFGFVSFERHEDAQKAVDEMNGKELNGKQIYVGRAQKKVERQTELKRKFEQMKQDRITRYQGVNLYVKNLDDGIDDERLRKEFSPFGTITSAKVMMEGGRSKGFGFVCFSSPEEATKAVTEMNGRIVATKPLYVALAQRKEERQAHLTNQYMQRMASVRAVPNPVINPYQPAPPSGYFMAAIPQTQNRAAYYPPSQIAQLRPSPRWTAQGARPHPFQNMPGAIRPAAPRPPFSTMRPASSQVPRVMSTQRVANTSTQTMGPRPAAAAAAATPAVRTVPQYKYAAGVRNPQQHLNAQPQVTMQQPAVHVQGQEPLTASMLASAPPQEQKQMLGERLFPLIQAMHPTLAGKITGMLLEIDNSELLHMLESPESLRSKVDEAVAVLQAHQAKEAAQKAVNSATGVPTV
MT1-MMP act inh: MT1-MMP (human) activation inhibition; HT1080 RFP-PRO-GFP cells, GFP/RFP ratio fluorescence, overnight; percent of plate control window, DMSO zero; GFP/RFP ratio change, % at 20 µM; actives 0.061% (n = 360,000); AID 651647;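 active = GFP/RFP ratio change of at least 30% with cell ATP level not reduced by more than half and red fluorescence within 50% of control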; note: strong numbers were not always called active
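Compound: 20 µM single dose, 1% DMSO / System: HT1080 RFP-PRO-GFP cells / Controls: DMSO and RFP-L50D-GFP cell wells / Read-out basis: GFP/RFP fluorescence ratio / Schedule: overnight compound exposure at 37 °C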
NRP1-CendR mod: NRP-1/CendR interaction modulation. FAM-RPARPAR peptide binding to NRP-1, fluorescence polarization. actives 0.85% (n = 360,000). O14786. inhibition, % at 25 µM. AID 602438;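 active = inhibition or corrected inhibition above about 18%, plus a signal ratio from 0.5 to 1.5, limit read from the data, passing the limit was not always enough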; note: strong numbers were not always called active
Tb MetRS inh: Trypanosoma brucei MetRS inhibition; purified T. brucei MetRS, ATP depletion, Kinase-Glo luminescence; inhibition, % at 11.9 µM; actives 0.4% (n = 360,000); AID 624268;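 active = inhibition above a per-plate cutoff of the control wells' mean inhibition plus 3 SD, cut at about 5.5% in these data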;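 note: 0% = DMSO wells median and 100% = median of wells with control inhibitor compound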
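technique = Kinase-Glo luminescence, ATP depletion format | system = purified MetRS (methionyl-tRNA synthetase) enzyme from Trypanosoma brucei | timing = 15 min preincubation, 2 h reaction, all 25 °C | evaluation = percent inhibition versus plate control medians | dosing = single dose, 11.9 µM final nominal, 0.9% final DMSO | also added = substrates ATP, L-methionine and bulk Escherichia coli tRNA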
SKN-1 block: C. elegans SKN-1 inhibition; C. elegans VP596 Pgst-4::GFP/RFP ratio, acrylamide-induced, 24 h; inhibition, % at 21.8 µM; actives 0.49% (n = 360,000);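 active = interference check ratio from 0.5 to 1.5 plus GFP to RFP signal ratio inhibition reaching or exceeding a fixed threshold, cut at about 30% in these data, passing the limit was not always enough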; note: some compounds called inactive have numbers as strong as hits
* hit, by the source's call; nt = not tested or not shown.

Below each compound – SKN-1 block | MsrA act | E coli Lon inh | PABP1 MLLE inh | NRP1-CendR mod | MT1-MMP act inh | FAS-TE inh | Tb MetRS inh | MsrA inhibitor
C=CCNc1nc(Nc2ccc([N+](=O)[O-])cc2)nc(N2CCCC2)n1
 : 9 | -4 | 7 | -11 | -16 | 1 | 44 | 0.1 | -0.9
COc1ccc(/C=C/C(=O)NC(=S)N2CCOCC2)cc1
 : 3 | -3 | -6 | -40 | 11 | 2 | -4 | 0.5 | 0.9
COC(=O)c1sc(NC(=O)C(C)c2ccccc2)nc1C (centres undefined)
 : 0 | -5 | -1 | 9 | 2 | -8 | -1 | -0.3 | -0.7
CN1CCC(OC(=O)c2ccc(Cl)cc2Cl)CC1
 : 2 | 0 | -5 | -9 | 7 | 0 | -12 | -0.1 | 0.0
O=C(Nc1ccc(F)c(Cl)c1)C1CCCN(C2=NS(=O)(=O)c3ccccc32)C1 (centres undefined)
 : -14 | -7 | 4 | -6 | -9 | 0 | 4 | -0.5 | -0.7
C=CCN(C(=O)CSc1nc2[nH]ncc2c(=O)n1-c1ccccc1OC)c1ccccc1
 : 4 | -2 | 0 | 8 | 3 | -1 | -16 | -0.7 | -0.1
COc1cc(C(c2sc3nc(C)nn3c2O)N2CC(C)CC(C)C2)cc(OC)c1OC (centres undefined)
 : 14 | -1 | 0 | -7 | 9 | 15 | -7 | -0.6 | -1.3
CC(CN1CCN(Cc2ccccc2)CC1)c1ccccc1 (centres undefined)
 : -6 | -8 | 0 | -6 | -4 | 3 | -4 | -1.1 | 0.1
COc1ccc(/C=N/NC(=O)c2sccc2OCc2ccc(F)cc2)cc1OC
 : 3 | 0 | -2 | 1 | 3 | -4 | 16 | -0.4 | 0.3
O=Nc1c2cc3ccccc3[nH]c-2c2ccccc12
 : 5 | 3 | -6 | -1 | -44 | -11 | -31 | -0.2 | -0.8
c1ccc2c(c1)oc1c(NCCCn3ccnc3)ncnc12
 : -11 | 0 | 0 | 3 | -1 | 1 | -2 | -0.3 | 0.2
O=C(Nc1ccn(CCCNCCc2ccccn2)c(=O)n1)OCc1ccccc1
 : -1 | -5 | 0 | -7 | 1 | 5 | -10 | -1.1 | -0.6
NC(N)=NC(N)=Nc1ccccc1
 : 5 | -7 | -1 | -5 | -2 | 2 | -7 | -0.3 | 3.4
N#CCC1c2ccccc2CCN1C(=O)Nc1cccc(C(F)(F)F)c1 (centres undefined)
 : -14 | -1 | -5 | -7 | 6 | -5 | 38 | 1.6 | -1.6
COc1ccc2c(c1)C=C(C(=O)OCc1cccnc1)CO2
 : -1 | -3 | 1 | 2 | 8 | -1 | -3 | 0.0 | 0.7
Cc1csc(NC(=O)C(CC(C)C)NS(=O)(=O)c2ccc3c(c2)oc(=O)n3C)n1 (centres undefined)
 : 9 | -1 | -6 | 3 | -6 | -2 | 4 | 0.2 | -0.4
Cc1ccc(C(=O)n2c(-c3ccccc3)cnc2SCC(=O)Nc2ccccc2)cc1
 : 7 | 3 | -14 | 15 | -2 | -2 | 22 | 1.5 | 0.5
O=C(NCc1cccnc1)C(=O)NCC1OCCN1S(=O)(=O)c1ccc(Cl)cc1 (centres undefined)
 : -11 | -1 | -1 | -10 | -4 | 3 | -5 | -0.5 | 0.1
COC(=O)Oc1nsnc1N1CCOCC1
 : 0 | -3 | 0 | 28 | 11 | 4 | -5 | 0.0 | 0.0
COC(=O)C1=C(C)NC(=O)NC1c1ccc(-c2ccccc2Cl)o1 (centres undefined)
 : 5 | -3 | -3 | -13 | -30 | -6 | -4 | -0.2 | 1.5
Cc1cc(C(=O)Nc2ccccc2N2CCOCC2)c(C)o1
 : 10 | -1 | -1 | 0 | 4 | -1 | -3 | -0.5 | 0.4
O=c1c2ccccc2sc2ccc(C#CC3(O)CCCCC3)cc12
 : 16 | 0 | 2 | -5 | -25 | -2 | 23 | 0.0 | 0.7
CN(CC(=O)Nc1ccc(N2CCOCC2)cc1)CC(=O)Nc1ccc(N2CCOCC2)cc1
 : -2 | -3 | -3 | 2 | -1 | -2 | -6 | -0.6 | -0.1
O=C(COc1ccccc1Cl)Nc1ccc(N2CCN(C(=O)c3ccccc3)CC2)cc1
 : -7 | -2 | -7 | 2 | 1 | -9 | 9 | -0.4 | -0.7
CCC1(CC)NC(=O)N(CC(=O)Nc2cccc3ccccc23)C1=O
 : 4 | -3 | -5 | 0 | 12 | -3 | -3 | -0.4 | 0.0
Cc1ccccc1OC(C)C(=O)Nc1ccc(S(=O)(=O)N2CCCC2)cc1 (centres undefined)
 : -9 | -1 | -6 | 2 | 0 | -3 | 9 | -0.3 | 2.0
O=C(CN1CCOCC1)Nc1ccc(Cl)cc1
 : 18 | -2 | -8 | 13 | -7 | 4 | -2 | -0.3 | -1.5
Cc1occc1C(=O)Nc1cccc(Cl)c1Cl
 : 23 | -3 | 4 | 1 | 29* | -3 | 4 | -0.4 | 1.5
CCOC(=O)c1ccc(-n2c(N)c(C(=O)NCc3ccco3)sc2=S)cc1
 : -5 | -4 | 0 | 29 | -5 | -2 | 11 | 0.1 | nt
O=C(COc1coc(CN2CCc3ccccc3C2)cc1=O)Nc1cccc([N+](=O)[O-])c1
 : -4 | 0 | 4 | -10 | 2 | -4 | -1 | -0.2 | 0.3
CN1CCN(S(=O)(=O)c2ccc(Oc3ccc(Br)cc3F)nc2)CC1
 : -7 | -6 | -7 | 11 | 6 | 3 | -2 | -0.4 | -0.1
NC(=O)C1CCN(S(=O)(=O)c2ccc3c(c2)OCCO3)CC1
 : -4 | -3 | -1 | -3 | 5 | -3 | -5 | -0.3 | -0.5
Cc1ccc(Cc2c(-c3ccc(F)cc3)nc3cc(C)ccn23)cc1
 : 8 | -4 | -9 | 0 | -14 | -2 | 17 | 0.1 | -0.7
CCn1c(=O)n(Cc2ccco2)c(=N)c2c3c(sc21)COC(C)(C)C3
 : 10 | -13 | 2 | -7 | -2 | 3 | 3 | -1.5 | 0.1
CCOc1ccc(N(C)c2ccc(/C=C3/SC(=S)NC3=O)cc2)cc1
 : 20 | -8 | -121 | -151 | -45 | -91 | 7 | -0.9 | 0.9
CN(Cc1cccc2ncccc12)C(=O)CC1C(=O)NCCN1Cc1ccc(F)cc1 (centres undefined)
 : 2 | -2 | -4 | -6 | 7 | -1 | -5 | 0.3 | 0.3
CC(C)CN(C(=O)Cn1ccccc1=O)C1CCS(=O)(=O)C1 (centres undefined)
 : -14 | -1 | -13 | -5 | 7 | 5 | -8 | -0.1 | -0.2
Cc1c(Br)c([N+](=O)[O-])nn1CC(=O)Nc1ccc(C(N)=O)cc1
 : 6 | 0 | 3 | 3 | -16 | 6 | 1 | 0.1 | -0.8
Cc1ccc(S(=O)(=O)N2CCOC2C(Cl)(Cl)Cl)cc1 (centres undefined)
 : 5 | -2 | -7 | 9 | 2 | 7 | 6 | 0.6 | 0.9
CCn1ncc(C(=O)Nc2cc(C)on2)c1C
 : -5 | 0 | 3 | -3 | 10 | 3 | -3 | -0.8 | -1.1
O=C(Nc1ccc(F)cc1)c1cc(S(=O)(=O)N2CCOCC2)cs1
 : 21 | -3 | 0 | -7 | 5 | 2 | -1 | 0.1 | 1.8
CCOc1ccc(NC(=O)CSc2nnc(CCNC(=O)c3ccc(OC)cc3)n2CC)cc1
 : 9 | -9 | -2 | 9 | 4 | 0 | -10 | -0.8 | 0.9
COc1ccc(N(CC(=O)NCCC2=CCCCC2)S(=O)(=O)c2ccccc2)c(OC)c1
 : 7 | -3 | -7 | -1 | 0 | 3 | -1 | -0.6 | 0.1
Cc1ccccc1OCC(=O)Nc1ccc2c(c1)OCO2
 : 3 | 1 | 7 | -2 | -5 | -1 | 0 | -0.9 | 0.0
Cc1cc(C)n(-c2cc(N3CCN(C(=O)c4ccc(C(C)(C)C)cc4)CC3)ccc2[N+](=O)[O-])n1
 : 11 | 0 | -5 | -13 | -7 | -10 | 17 | 0.5 | 3.8
COc1cccc(C2CC(c3ccccc3OC)n3ncnc3N2)c1 (centres undefined)
 : 10 | -2 | -5 | -2 | 12 | 1 | -2 | -0.5 | 0.1
CC1CCCN(C(=O)Cn2c(=O)oc3ccccc32)C1 (centres undefined)
 : 26 | 1 | -2 | 8 | 1 | 5 | -8 | 0.6 | -0.8
Cc1cc(C)n(-c2nnc(SCC(=O)NC3CCCC3)c3ccccc23)n1
 : 15 | 1 | 0 | 15 | 12 | -3 | -5 | 0.2 | 0.4
CCOC(=O)[C@@H]1[C@H]2COc3ccccc3[C@H]2N2C(=O)N(c3ccc(Br)cc3)C(=O)[C@]12C
 : 2 | -1 | 0 | 9 | 5 | 0 | 16 | -0.4 | -0.1
CCc1cccc(C)c1NC(=O)C(c1ccc(O)cc1)N1CCC1=O (centres undefined)
 : -13 | 1 | 5 | -7 | 8 | 2 | -4 | 0.2 | 2.5
COc1ccc(Cn2c(=O)oc3ccccc32)cc1
 : 5 | -6 | -10 | 16 | -13 | -4 | -7 | -0.3 | 1.3
CCN(CC(=O)Nc1cccc(S(=O)(=O)N(C)c2ccccc2)c1)Cc1cccs1
 : -4 | -7 | 9 | 3 | 3 | 5 | 27 | -0.3 | 3.1
COc1ccc(C(=O)CCC(=O)N2CCN(c3ccc([N+](=O)[O-])cc3)CC2)cc1
 : 4 | -2 | -13 | -4 | 7 | 3 | -1 | -0.2 | 0.4
COc1cc(CNc2ccc(N3CCCC3)cc2)cc(Cl)c1OC
 : 6 | -5 | 1 | -7 | -6 | -4 | 12 | 0.2 | 0.6
COc1ccc(CNC(=O)C(C)N(Cc2ccco2)C(=O)c2snc(C(N)=O)c2N)cc1 (centres undefined)
 : 5 | -3 | 5 | 17 | 3 | 1 | -1 | -0.5 | 2.9
Cc1ccc(C(=O)O)cc1NC(=S)NC(=O)c1ccc(COc2ccccc2)cc1
 : 0 | -2 | -4 | 22 | -5 | -3 | 30 | -0.5 | -1.6
O=C(COC(=O)Cc1c[nH]c2ccccc12)NCCc1ccccc1
 : 4 | 2 | 2 | 4 | -3 | 2 | -1 | -0.5 | -1.0
O=C(COC(=O)c1ccc(O)cc1)Nc1ccccc1[N+](=O)[O-]
 : -16 | -7 | -1 | 4 | 9 | 2 | -2 | -0.7 | 0.4
CCCCn1c(N)c(N(CCC(C)C)C(=O)C2CC(=O)N(Cc3ccc(C)cc3)C2)c(=O)[nH]c1=O (centres undefined)
 : -3 | -6 | -3 | -35 | -2 | -3 | -5 | -0.5 | -1.1
O=C(NC(Cc1ccccc1)C(=O)N1CCCC(C(F)(F)F)C1)c1ccccc1 (centres undefined)
 : 4 | -2 | -14 | -2 | 4 | -1 | 2 | -0.6 | -0.4

As entered above.
`COc1cc(CNc2ccc(N3CCCC3)cc2)cc(Cl)c1OC` | E coli Lon inh: 1
`O=C(COC(=O)c1ccc(O)cc1)Nc1ccccc1[N+](=O)[O-]` | MsrA act: -7
